SRC3 inh – human NCOA3 inhibition. Q9Y6Q9. 360,000 compounds, 0.17% hits. HEK293 GAL4-SRC3 luciferase reporter, luminescence. inhibition, % at 3.6 µM;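 active = inhibition above a per-campaign cutoff, the mean of all compounds plus 3 SD, cut at about 60% in these data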;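 also: 0% = DMSO-treated cells and 100% = gossypol-treated cells at 36 µM; higher means less SRC3-driven luciferase light from the GAL4 reporter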
TROY NFkB inh – blocks TROY-dependent signaling in reporter cells. Q293 LMP1-TROYcd NF-kB luciferase reporter, 4 h. inhibition, % at 10 µM. 360,000 compounds, 0.98% hits. AID 1347056;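 active = compounds whose plate-normalised and pattern-corrected inhibition of the luciferase reporter signal at the single screening dose is 50% or more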
NOD2 RIPK2 PPI – inhibitors of human NOD2-RIPK2 interaction; O43353; CHO BLA complementation NOD2-RIPK2, CCF4 ratio; inhibition, % at 4.98 µM; 360,000 compounds, 0.38% hits; in the data active = inhibition above about 21%;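 also: 0% = vehicle only and 100% = reference blocker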
Target sequence (O43353 whole entry, looked up): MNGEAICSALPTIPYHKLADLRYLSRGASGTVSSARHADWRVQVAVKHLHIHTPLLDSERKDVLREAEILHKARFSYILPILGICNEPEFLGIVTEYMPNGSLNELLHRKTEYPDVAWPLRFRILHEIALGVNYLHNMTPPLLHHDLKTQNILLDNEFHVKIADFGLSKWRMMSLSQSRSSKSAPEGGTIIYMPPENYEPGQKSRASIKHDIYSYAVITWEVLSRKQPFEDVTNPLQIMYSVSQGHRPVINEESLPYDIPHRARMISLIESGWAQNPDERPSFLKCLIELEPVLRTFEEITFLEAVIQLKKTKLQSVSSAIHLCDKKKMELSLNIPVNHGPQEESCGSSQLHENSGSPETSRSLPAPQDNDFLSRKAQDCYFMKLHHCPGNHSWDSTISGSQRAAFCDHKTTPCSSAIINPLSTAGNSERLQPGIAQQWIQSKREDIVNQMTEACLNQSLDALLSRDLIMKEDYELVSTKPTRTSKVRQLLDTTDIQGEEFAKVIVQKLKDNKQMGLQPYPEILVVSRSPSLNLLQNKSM
LMP1 NFkB inh – inhibitors of Epstein-Barr LMP1-induced NF-kappaB reporter; 350,000 compounds, 0.69% hits; AID 504558; LMP1-induced NF-kappaB luciferase reporter cells, luminescence; inhibition, % at 12.5 µM; in the data active = inhibition above about 41%;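 also: 0% = neutral control wells and 100% = reference inhibitor control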
C8 TRAIL sens – caspase-8 TRAIL sensitization | NB7+C8 cells + TRAIL, ATPlite viability luminescence | inhibition (viability loss, TRAIL sensitization), % at 10 µM | 360,000 compounds, 1% hits;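 active = compounds causing at least 50% loss of cell viability in the single-dose screen, relative to plate controls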
LRH-1 inv ag – NR5A2 inverse agonism in reporter assay; HEK293T StAR-luciferase reporter, LRH-1 transfected, 24 h; 360,000 compounds, 0.13% hits; inhibition, % at 3.6 µM; AID 602396; O00482;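 active = inhibition above the mean inhibition of all tested compounds plus 3 SD, cut at about 73% in these data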;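 also: 0% = DMSO wells and 100% = reporter-only cells lacking LRH-1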
Target sequence (O00482 whole entry, looked up): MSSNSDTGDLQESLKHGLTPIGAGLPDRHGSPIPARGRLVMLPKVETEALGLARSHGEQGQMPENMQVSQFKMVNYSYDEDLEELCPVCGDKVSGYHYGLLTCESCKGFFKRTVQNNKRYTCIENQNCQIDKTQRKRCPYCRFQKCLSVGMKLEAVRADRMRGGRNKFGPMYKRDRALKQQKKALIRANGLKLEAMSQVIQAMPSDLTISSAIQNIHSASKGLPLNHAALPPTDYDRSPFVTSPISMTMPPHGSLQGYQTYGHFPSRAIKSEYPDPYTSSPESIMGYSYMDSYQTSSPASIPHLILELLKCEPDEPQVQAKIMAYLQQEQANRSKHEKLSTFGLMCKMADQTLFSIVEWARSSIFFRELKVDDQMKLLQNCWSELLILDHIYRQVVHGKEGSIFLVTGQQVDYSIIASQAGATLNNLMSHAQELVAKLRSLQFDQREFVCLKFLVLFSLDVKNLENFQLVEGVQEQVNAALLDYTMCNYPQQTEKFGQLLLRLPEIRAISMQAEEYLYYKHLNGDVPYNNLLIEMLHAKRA
SRC2 inh – human SRC2 (NCOA2) inhibition | Q15596 | HEK293 GAL4-SRC2 luciferase reporter, luminescence | inhibition, % at 9 µM | 370,000 compounds, 0.17% hits | AID 651957;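 active = inhibition above the mean inhibition of all tested compounds plus 3 SD, set per campaign, cut at about 52% in these data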;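 also: 0% = DMSO treated cells and 100% = cells given Gossypol at 36 µM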
TLR9-MyD88 block – inhibitors of human TLR9-MyD88 binding; Q9NR96+Q99836; CHO BLA complementation TLR9-MyD88, CCF4 FRET ratio; inhibition, % at 4.98 µM; 340,000 compounds, 0.21% hits;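 active = inhibition above the mean over all tested compounds plus 3 SD, cut at about 21% in these data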;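 also: 0% = DMSO only wells and 100% = clavulanate BLA inhibitor control wells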
COUP-TFII inh – blocks human COUP-TFII nuclear receptor; P24468; HEK293T NGFI-A luciferase reporter, luminescence; inhibition, % at 8.6 µM; 370,000 compounds, 0.7% hits;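 active = inhibition above a per-plate cutoff, mean inhibition of test wells between control levels plus 3 SD, cut at about 38% in these data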;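 also: cells cotransfected with COUP-TFII expression vector driving the NGFI-A reporter; 0% = median of COUP-TF2 test wells and 100% = reporter-only cells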
SRC1 inh – human NCOA1 inhibition; Q15788; HEK293 GAL4-SRC1 luciferase reporter, luminescence; inhibition, % at 3.6 µM; 360,000 compounds, 0.12% hits;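 active = inhibition above the campaign mean plus 3 SD, with each screening campaign given its own cutoff, cut at about 60% in these data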;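 also: 0% = DMSO treated cells and 100% = gossypol at 36 µM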
TWEAK Fn14 block – TWEAK-Fn14 signaling inhibition. inhibition, % at 10 µM. TWEAK-stimulated Fn14 reporter cells, luciferase luminescence, 8 h. 360,000 compounds, 2% hits; in the data active = inhibition above about 50%
Starred values were filed as active, the others as inactive; x = not tested or not shown; & = joins results of further samples. Only part of the results is shown, so the mix of outcomes need not match the whole.

SMILES	SRC3 inh	TROY NFkB inh	NOD2 RIPK2 PPI	LMP1 NFkB inh	C8 TRAIL sens	LRH-1 inv ag	SRC2 inh	TLR9-MyD88 block	COUP-TFII inh	SRC1 inh	TWEAK Fn14 block
O=C(COc1ccccc1[N+](=O)[O-])N(Cc1ccco1)C1CCS(=O)(=O)C1 (stereo unspecified)	-5	4	3	-4	-2	13	-3	-7	-17	-8	18
Cc1ccc(NC(=O)CCS(=O)(=O)c2ccccc2)cc1S(=O)(=O)N1CCOCC1	21	4	0	-3	0	2	1	7	4	4	34
COc1ccc(C)cc1S(=O)(=O)N1CCN(C(=O)c2ncoc2-c2ccc(C)cc2)CC1	-2	-2	-9	2	-17	-14	16	3	4	-8	85*
Cc1ccc2oc(-c3ccco3)nc2c1	-22	-30	-1	-24	4	-29	-50	3	-21	-35	13
CCOCCCNC(=O)CN1C(=O)COc2ccc(S(=O)(=O)N3CCC(C)CC3)cc21	1	13	-1	-1	-2	-16	x	0	x	12	0
Cc1ccc(NCc2nnc(SCC(=O)Nc3ccccc3)n2CC2CCCO2)c(C)c1 (stereo unspecified)	-6	2	0	-4	0	16	-42	0	9	-29	6
CC(=O)c1ccc(NC(=O)C(C)OC(=O)c2ccc(NS(=O)(=O)c3ccc(F)c(F)c3)cc2)cc1 (stereo unspecified)	13	6	-2	-1	0	21	4	-11	5	6	2
O=C(Nn1c(-c2ccncc2)nc2ccccc2c1=O)c1ccccc1Br	14	0	5	-2	0	-12	0	12	3	-13	9
COc1ccc(C(=O)NCCc2nnc(SCC(=O)Nc3ccccc3C(C)C)n2C)cc1	-8	9	-3	-14	7	3	-8	5	6	8	18
COC(=O)CCc1sc(Nc2ccc(Br)cc2)nc1-c1ccc(OC)cc1	-19	-53	-1	-14	-4	-24	0	0	-1	-6	-21
C/C(CCc1ccccc1)=N/NC(=O)C(=O)NC(C)c1ccccc1 (stereo unspecified)	8	12	0	1	-10	-21	-17	-5	3	0	-6
Cc1cc(NC(=O)CSc2nnc(-c3ccc([N+](=O)[O-])cc3)o2)no1	-14	-7	-10	7	-1	-18	2	-8	6	-13	4
COC(=O)c1cc(C#N)c(Oc2ccccc2)nc1C	-19	-54	-5	13	-5	-7	-17	1	6	-18	-23
Nc1nc2ccccc2n1C(=O)c1ccc(F)cc1	-47	24	0	7	81*	-135	-32	8	-14	-63	61*
Nc1o[nH]c(=O)c1C1CCCCC1	4	-2	1	3	-4	24	8	-1	-2	5	4
CC(NC(=O)c1ccccc1Br)c1ccc2c(c1)CCCC2 (stereo unspecified)	-3	7	4	8	4	-2	-12	3	16	4	7
COC(CNC(=O)C(=O)NCC1CCCN1S(=O)(=O)c1cccs1)OC (stereo unspecified)	-12	-43	1	-3	-18	1	10	-1	13	-15	-5
CCOc1cc(S(=O)(=O)N(CC)CC)ccc1Cl	2	5	2	2	0	-24	7	-2	-14	3	-9
Cc1cc(C)nc(N2CCCC(C(=O)NCCc3cccc(F)c3)C2)n1 (stereo unspecified)	6	16	8	-6	-30	-10	x	-1	x	-5	-11
O=C1NC(=O)N(c2ccccc2)C1=O	-7	19	4	-10	18	16	4	8	0	17	1
COc1ccc(C2OC(=O)C(C)(C)C(=O)C2(C)C)cc1OC (stereo unspecified)	17	-12	1	6	1	-2	-23	8	-4	0	-6
CC1(C)Cc2c(cnn2-c2ccc(F)cc2)C(NC(=O)Cn2cncn2)C1 (stereo unspecified)	5	-2	9	2	-3	-1	4	2	22	5	10
c1cncc(-c2noc(-c3cccc4ccccc34)n2)c1	-49	-52	4	-83	7	-18	-14	2	-10	-65	3
COc1ccc(CNC(=O)OCCN2CCN(Cc3ccccc3)CCC2=O)cc1	-11	0	-1	9	-12	1	-2	2	10	-13	3
Nn1cnc2scc(-c3cccs3)c2c1=O	-18	-9	-2	2	-4	9	-15	6	3	-16	-4
COC(=O)c1ccccc1C(=O)N1CCC(CCC(=O)NC2CC2)CC1	4	1	0	4	-2	7	2	0	-5	8	-11
O=C(Cn1c(NCCO)nc2ccccc21)c1ccc([N+](=O)[O-])cc1	-20	-9	-1	5	-7	-14	-28	0	11	-16	9
CC1CCCCC12NC(=O)N(CC(=O)c1ccc3c(c1)OCO3)C2=O (stereo unspecified)	-11	-21	-12	-5	15	-2	-50	9	-18	-16	-5
CCOC(=O)[C@H]1[C@H]2COc3ccc(Cl)cc3[C@@H]2N2C(=O)[C@H](C)NC(=O)[C@@]12C	12	-13	-9	-1	-13	6	x	-1	x	6	6
O=C(Nc1ccccc1C(=O)NCCCN1CCOCC1)c1ccc(Cl)cc1	0	-10	-5	3	12	2	3	8	9	-2	-19
O=C1/C(=C/c2c[nH]c3ccccc23)CCC/C1=C\c1c[nH]c2ccccc12	7	-21	11	-26	-6	26	5	4	-3	-5	10
COc1cccc(CN(C)C(=O)c2ccc(C)c(S(=O)(=O)N3CCCCC3)c2)c1	16	23	2	0	-10	-3	-7	-5	-12	-6	-16
Cc1ccc(-c2c(NC(=O)C(C)C)n(C)c3ccccc3c2=O)cc1	6	-1	-17	1	-1	-7	15	-2	16	8	19
Cc1cc(CNC(=O)c2cccnc2Cl)c2ccccc2n1	11	4	3	7	11	19	18	8	14	5	-3
COc1ccc(C(O)(CC(C)C)C(CN2CCOCC2)c2ccccc2)cc1 (stereo unspecified)	-21	13	6	-6	10	16	15	1	5	-37	4
COc1cc(/C=C2\SC(=Nc3cccnc3)NC2=O)cc(OC)c1OC	6	-9	-14	x	-3	-4	-4	x	3	5	-8

3 compounds out of the list above, ordered by the value under SRC3 inh, high to low.
compound,SRC3 inh,NOD2 RIPK2 PPI,LMP1 NFkB inh,LRH-1 inv ag,SRC2 inh,TLR9-MyD88 block,COUP-TFII inh,SRC1 inh,TWEAK Fn14 block
COc1cccc(CN(C)C(=O)c2ccc(C)c(S(=O)(=O)N3CCCCC3)c2)c1,16,2,0,-3,-7,-5,-12,-6,-16
O=C1/C(=C/c2c[nH]c3ccccc23)CCC/C1=C\c1c[nH]c2ccccc12,7,11,-26,26,5,4,-3,-5,10
CC1CCCCC12NC(=O)N(CC(=O)c1ccc3c(c1)OCO3)C2=O (stereo unspecified),-11,-12,-5,-2,-50,9,-18,-16,-5

Further compounds.
SMILES	SRC3 inh	TROY NFkB inh	NOD2 RIPK2 PPI	LMP1 NFkB inh	C8 TRAIL sens	LRH-1 inv ag	SRC2 inh	TLR9-MyD88 block	COUP-TFII inh	SRC1 inh	TWEAK Fn14 block
CC(C)c1nc(-c2ccccn2)no1	-10	9	1	-8	6	-7	-16	-3	-2	-11	-5
CS(=O)(=O)N(CC(=O)N1CCCCC1)c1ccc(Cl)c(C(F)(F)F)c1	-57	9	1	8	-29	-17	-3	-8	12	15	13
CCN(CC)S(=O)(=O)c1cccc(-c2nnc(SCC(=O)N3CCC(C(=O)O)CC3)n2N)c1	-10	0	-4	2	-7	-17	-17	1	-11	12	-9
O=C1CCCC(O)=C1C=NCCc1ccccc1	1	-11	4	1	9	-1	-7	-2	7	-16	-16
Cc1cccc(-c2cc3nc4c(c(N5CCCC(O)C5)n3n2)CCC4)c1 (stereo unspecified)	-6	-14	3	-1	-23	-33	-7	-11	3	-16	-5
O=C1c2ccccc2C(=O)N1c1cccc2ccccc12	13	0	-3	-3	5	12	-20	-10	17	-12	7
c1ccc(Cn2ncc3c(N4CCOCC4)ncnc32)cc1	-26	0	-3	-14	-2	7	-28	-12	-19	-44	11
Cc1cc(Cl)ccc1NC(=O)C1CCCN1C(=O)c1cccs1 (stereo unspecified)	0	-10	0	9	-2	-8	9	-1	13	3	-3
COC(=O)c1ccc2cc(OC)cc([N+](=O)[O-])c2n1	-2	-26	-5	-6	-5	3	11	-5	8	-6	-26
CN(Cc1cccs1)C(=O)Cn1cnc2ccccc2c1=O	25	-20	-11	-4	-9	-16	-13	-9	-16	-13	16
CCC(=O)Nc1ccc(Nc2nc(Cl)nc(Nc3ccc(NC(=O)CC)cc3)n2)cc1	4	14	-4	1	-6	2	-7	0	-7	5	-49
CC(CNC(=O)CN1C(=O)NC2(CCCCC2C)C1=O)c1ccccc1 (stereo unspecified)	5	-7	0	3	-8	33	-2	4	11	2	8
CCOC(=O)N1CCC(NC(=O)CCC(=O)N2CC(C)Oc3ccc(Cl)cc32)CC1 (stereo unspecified)	11	6	7	-3	2	-5	-30	6	-6	11	5
CCCN(CC(=O)Nc1ccccc1C)C(=O)C1CC(=O)N(Cc2ccccc2)C1 (stereo unspecified)	10	0	-5	-2	-1	-12	-5	2	22	-5	11
CNC(=O)OCc1ncn(-c2ccccc2)c1COC(=O)NC	-11	7	-9	x	-5	-15	-5	x	-8	4	-8
COc1ccc(N2CCN(C(c3cc(OC)ccc3OC)c3nnnn3CC3CCCO3)CC2)cc1 (stereo unspecified)	21	-25	-12	0	-10	7	-13	2	3	-15	-8
CN(C)c1ccc(P(=O)(OC2CCCCC2)C(Nc2ccccc2)c2cccnc2)cc1 (stereo unspecified)	14	-18	-7	x	-16	7	-26	x	-13	19	0
CC[C@H]1c2[nH]c3ccccc3c2C[C@H]2C(=O)N(c3ccc(F)cc3)C(=O)N21	-1	-2	-2	2	-17	-3	7	4	5	2	17
COc1ccc(-c2ccc(C(=O)Nc3cccc(Oc4ccccc4)c3)c3occc23)c(C)c1	-4	13	-3	x	24	-4	3	x	-4	-7	18
COc1ccc(NC(C)c2ccccc2)cc1 (stereo unspecified)	9	-35	-3	2	-1	-6	-27	-7	-17	1	-19
CC(=O)c1c(C)[nH]c(C(=O)CN2C(=O)NC3(CCCCC3C)C2=O)c1C (stereo unspecified)	12	-1	-6	9	5	27	1	2	-31	0	-6
COc1ccc(CN2CCN(Cc3ccccc3)C(CCO)C2)cc1OC (stereo unspecified)	16	14	-1	3	3	-29	-6	-4	18	-46	1
S=C(NCCCN1CCOCC1)NC1CCCC1	13	8	-2	-3	0	12	18	0	-8	-28	-5
CC1=C(C(N)=O)C(c2cccs2)NC(=O)N1 (stereo unspecified)	8	1	-6	5	4	6	-1	0	11	4	6
Cc1ccc([N+](=O)[O-])cc1S(=O)(=O)Nc1ccc(C(=O)N(C)C)cc1	8	-7	-10	-5	-3	7	-2	-10	9	15	10
Brc1ccc2[nH]c3nc(SCCN4CCOCC4)nnc3c2c1	-21&-9	8&2	-6&-7	5&5	-9&2	8&18	9&-12	-1&2	3&-8	-3&-6	7&-38
Cc1ccc(NC2c3ccccc3C(=O)N2CCN2CCOCC2)cc1 (stereo unspecified)	13	-16	6	-7	-5	12	12	3	-3	2	1
CCCNC(=O)NC1CCCCCCC1	-8	-8	-1	1	-9	-16	-12	-5	-4	3	22
CCN(CC)C(=O)CSC(=Nc1ccccc1F)NC#N	-29	-28	-3	-15	2	-52	-63	-6	-32	-47	-3
COc1cc(CNC[C@H]2O[C@@H](n3cnc(C(N)=O)n3)[C@H](O)[C@@H]2O)ccc1OCc1cccc(Cl)c1	-16	-15	0	-2	-6	-17	8	-16	-1	-10	-27
CC(C)OC(=O)C1C(=O)CC(C)(O)C(C(=O)OC(C)C)C1c1ccc(F)cc1 (stereo unspecified)	20	-16	-14	1	-2	29	11	-3	20	7	1

From PubChem BioAssay
